KinaseGlo FLuc = blocks Kinase-Glo luciferase, a counter-screen artifact | AID 1379 | Kinase-Glo luciferase, ATP luminescence, 8 min | Potency, µM (series often up to 38.3 µM), for the others: top-dose activity change, negative = inhibition, actives largely listed as inhibitors | 200,000 tested, 0.28% active | Q27757; further: potency means the concentration at half of the fitted maximal effect; on the % scale 0 is the no-effect control and ±100 the full control effect; nearly all actives have a fitted effect of over 60% in size
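Substrate mix (final 50 mM imidazole pH 7.2, 50 mM KCl, 7 mM MgCl2, 10 uM ATP, 0.01% Tween 20, 0.05% BSA) plus pin-tool compound, then Kinase-Glo detection mix; 8 min ambient, luminescence read.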
IMPase Li inh = cell-permeable IMPase inhibitors with lithium potentiation | AID 1457 | 210,000 tested, 0.35% active | CHO-M1 cells, IP1 TR-FRET (IP-One), carbachol + lithium | Potency, µM (series often up to 59.4 µM), without a hit: at the highest dose activity, negative = IMPase inhibition, most hits filed as inhibitors;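 further: IP1 builds up when IMPase is blocked and the TR-FRET signal falls; potency means the concentration at half of the fitted maximal effect; plate controls were basal vehicle for no effect and high inhibitor control for full effect; nearly all actives have a fitted effect of over 50% in size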
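Test compounds were applied to CHO-M1 cells previously cultured for 16–30 h at 2000 per well. A small lithium amount accompanied them; after 30 min at 37C, IP1 was quantified by TR-FRET.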
NPSR antagonist = neuropeptide S receptor (human) antagonism, cAMP; Q6W5P4; CHO-NPSR cells, cAMP TR-FRET, antagonist mode; Potency, µM (top dose mostly 38.3 µM), inactives show top-dose activity change, negative = inhibition, usual class: inhibitors; 220,000 tested, 1% active; AID 1461; further: potency means the concentration at half of the fitted maximal effect; on the % scale 0 is the no-effect control and ±100 the full control effect; nearly all actives have a fitted effect of over 50% in size; many of its hits are not listed in these tables
Target sequence (Q6W5P4 whole entry, looked up): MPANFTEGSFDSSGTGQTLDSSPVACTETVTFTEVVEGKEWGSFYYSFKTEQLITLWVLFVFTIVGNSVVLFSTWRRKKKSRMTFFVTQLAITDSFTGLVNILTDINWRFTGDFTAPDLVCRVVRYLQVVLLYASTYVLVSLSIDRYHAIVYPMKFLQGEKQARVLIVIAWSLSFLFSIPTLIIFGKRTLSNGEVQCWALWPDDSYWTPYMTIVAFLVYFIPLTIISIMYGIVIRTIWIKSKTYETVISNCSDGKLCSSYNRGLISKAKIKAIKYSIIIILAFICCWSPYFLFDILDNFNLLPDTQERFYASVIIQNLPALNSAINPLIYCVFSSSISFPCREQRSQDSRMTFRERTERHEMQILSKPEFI
HttQ103 aggreg = reduces HttQ103-GFP aggregates in PC12 cells; AID 1688; 220,000 tested, 1.1% active; PC12 HttQ103-GFP aggregates, Acumen cytometry, 40 h; Potency, µM (highest dose often 46.1 µM), for the others: at the top dose activity change, negative = inhibition, actives largely listed as inhibitors; further: potency means the concentration at half of the fitted maximal effect; on the % scale 0 is the no-effect control and ±100 the full control effect; nearly all actives have a fitted effect of over 60% in size
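Multiplexed with ATP-based cell death, this channel scores GFP aggregates in PC12 cells expressing inducible HTTex1-Q103-GFP. Induction used 100 nM tebufenozide; compounds were tested in concentration series.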
CBFb RUNX1 block = CBF-beta/RUNX1 interaction disruption; AlphaScreen CBFb-His/RUNX1-biotin binding, biochemical; Potency, µM (doses to about 59.8 µM), for the others: at the top dose activity, negative = inhibition, actives largely listed as inhibitors; AID 1477; 230,000 tested, under 10 active; further: % of control where 0% means no effect
Target sequence (Q01196 whole entry, looked up): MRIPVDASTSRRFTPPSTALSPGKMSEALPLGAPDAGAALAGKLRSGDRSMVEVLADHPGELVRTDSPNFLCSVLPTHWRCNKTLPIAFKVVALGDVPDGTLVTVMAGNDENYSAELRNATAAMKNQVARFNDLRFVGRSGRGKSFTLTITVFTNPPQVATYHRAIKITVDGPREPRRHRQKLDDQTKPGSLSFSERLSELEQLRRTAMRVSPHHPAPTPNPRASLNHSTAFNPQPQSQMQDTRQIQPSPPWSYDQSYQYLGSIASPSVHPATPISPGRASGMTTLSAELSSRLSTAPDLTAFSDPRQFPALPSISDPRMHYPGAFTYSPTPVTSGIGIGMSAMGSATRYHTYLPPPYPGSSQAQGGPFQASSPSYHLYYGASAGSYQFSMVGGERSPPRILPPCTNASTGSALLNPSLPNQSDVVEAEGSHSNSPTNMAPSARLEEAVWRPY
Target sequence (Q13951 whole entry, looked up): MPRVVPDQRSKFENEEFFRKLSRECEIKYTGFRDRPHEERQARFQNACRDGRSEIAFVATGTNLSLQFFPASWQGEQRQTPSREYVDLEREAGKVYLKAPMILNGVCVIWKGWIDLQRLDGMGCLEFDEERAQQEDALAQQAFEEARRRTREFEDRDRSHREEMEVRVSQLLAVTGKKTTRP
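Proteins preincubated together for 20 min at RT before compound addition; 15 min later, nickel and streptavidin beads were added and left 90 min prior to AlphaScreen measurement.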
Epigenetic derep = epigenetic control regulation, reporter derepression; murine LDR cells, GFP reporter derepression, 30 h; Potency, µM (top dose mostly 53.9 µM), inactives show at the top dose GFP activation, usual class: activators; 280,000 tested, 0.2% active; AID 1865; further: potency means the concentration at half of the fitted maximal effect; % of control where 0% means no effect; nearly all actives have a fitted effect of over 60% in size
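In this reporter-derepression format, murine cells bearing a silenced integrated CMV-GFP locus incubate with test compound (30 h, 37 C), then are washed and imaged; fluorescent objects of 20–120 um count as induced cells.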
LMNA splice mod = LMNA splicing modulation | Potency, µM (titrated, usually from 46.1 µM), without a hit: at the top dose ratio change, negative = inhibition, hits mostly inhibitors | 200,000 tested, 0.01% active | HeLa LMNA splicing GFP/RFP minigene ratio, 48 h; active means well fitted inhibition curve with a large enough effect in the signal ratio, with a control signal flat, not every such curve was filed as active; inconclusive means small, poorly fitted or top-dose-only effect, or effect the other way, or a change in a side signal; the % refers to the signal ratio; further: potency means the concentration at half of the fitted maximal effect; on the % scale 0 is the no-effect control and ±100 the full control effect
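S3 HeLa stable clones carrying a lamin A-EGFP splicing minigene plus DsRed2 were seeded at 600 cells/well in Opti-MEM with 2% FBS, pin-dosed and incubated 48 h at 37°C. Acumen cytometry (488 nm) gave the GFP/RFP total-intensity ratio.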
* = called active by the depositor; ? = inconclusive; nt = not tested or not shown; & = joins results of further samples; [ ] = dose if it differs, or a comment. Unless noted, the call rests on the fitted dose curve; in most records, active means well fitted curve in the direction sought with a large enough effect; inconclusive means small, poorly fitted or top-dose-only effect, or another doubt; inactive means no such curve, though single readings can be large; an effect the other way counts as inactive or inconclusive. Not all compounds are listed (hit frequency here may not be typical).

SMILES	KinaseGlo FLuc	IMPase Li inh	NPSR antagonist	HttQ103 aggreg	CBFb RUNX1 block	Epigenetic derep	LMNA splice mod
CCC(C)n1c(OC)nc2c1c(=O)n(C)c(=O)n2C (configuration not stated)	0%	-4%	-2%	2%[9.22 µM]	4%	1.1%	1%[46 µM]
O=C1OCCN1C(=O)[C@H]1[C@H](c2ccc(F)cc2)C(c2ccc(F)cc2)=NN1c1ccccc1	3%[39.9 µM]	5%&-1%	-14%	0%	?	2.9%&-1.6%	?
Cc1nc(-c2cccc(NS(C)(=O)=O)c2)cs1	-1%	26%[38.3 µM]	-4%[46.1 µM]	?	3%	0.0%	?
CCOC(=O)CCCNC(=O)CCCNC(=O)C(c1ccccc1)c1ccccc1	-2%	0%[38.3 µM]	-1%[46.1 µM]	14%	4%	-1.2%	6%
Cc1ccc(S(=O)(=O)Nc2ccccc2F)cc1C(=O)NCCCN1CCCC1=O	-2%	-4%[38.3 µM]	-2%[46.1 µM]	2%	5%	-4.9%	9%
CCCCNC(=O)Cn1cnc2sc(C(=O)OCC)c(C)c2c1=O	-3%	-4%[38.3 µM]	-1%[46.1 µM]	?	1%	1.9%	13%
O=S(=O)(c1ccc(Br)s1)N1CCN(c2ccnc3cc(Cl)ccc23)CC1	nt	nt	?	-1%[9.22 µM]	6%	2.9%	nt
COC(=O)C1(CC(C)C)C=C2C(=C(C)C(=O)C2C)CN1 (configuration not stated)	-3%	-9%	nt	nt	5%	0.2%	nt
COc1cccc(-n2c(SCC(=O)Nc3ccc4c(c3)CCC4)nc3ccccc3c2=O)c1	nt	nt	-16%[46.1 µM]	5%	-12%	-0.9%	-6%
Cc1nc2c(C#N)c[nH]n2c(=O)c1Cc1ccccc1	-4%	-5%[38.3 µM]	0%[46.1 µM]	-2%	-6%	0.0%	8%
O=C(CCS(=O)(=O)c1ccc(Cl)cc1)NCCN1C(=O)S/C(=C\c2ccccc2F)C1=O	3%	18%	-5%	5%	5%	1.0%	-13%
Cc1cc(C)c(C)c(S(=O)(=O)N2C(=S)NC(=O)C2CC(C)C)c1C (configuration not stated)	-4%	31%[activator][38.3 µM]	-10%[46.1 µM]	2%	-2%	0.0%	-8%
CCOc1ncccc1C(=O)OCC(=O)Nc1c(C)cccc1C	-2%	20%[38.3 µM]	-4%[46.1 µM]	0%	-2%	1.5%	-5%
CC(C)C(=O)Nc1nnc(SCC(=O)NCc2ccc3c(c2)OCO3)s1	-4%	-3%	13%	10%	4%	-3.8%	nt
CC(C)(C)c1ccc(C(=O)NNC(=O)C2CCCCC2)cc1	1%	-3%	10%	-5%	-3%	-3.2%	1%
O=C1NC(=O)C2(COC3(CCCC3)OC2)S1	-4%	25%[38.3 µM]	-10%[46.1 µM]	-6%	4%	1.0%	7%
O=C(O)C(Cc1ccccc1)N1CCS(=O)(=O)CC1 (configuration not stated)	0%	-12%	13%	5%	-9%	0.9%	?
COc1cccc(C2CC(=O)Nc3c2c(=O)n(C)c(=O)n3C)c1OC (configuration not stated)	1%	10%[38.3 µM]	-10%[46.1 µM]	3%	3%	0.0%	-6%
CC(C)[C@@H](CO)NC(=O)c1ccc2c3n(nc2c1)-c1ccc(Cl)cc1CO3	nt	nt	1%	-16%[9.22 µM]	4%	0.5%	nt
COc1ccc(CNC(=O)COC(=O)c2ccccc2C(=O)c2ccccc2)cc1	-2%	-3%	-33%	9%	8%	5.6%	-26%[46 µM]
COC(=O)c1cc(Sc2c(Cl)cccc2Cl)ccn1	-3%	3%	-7%	5%[9.22 µM]	-6%	-0.9%[10.1 µM]	10%[46 µM]
CCCn1c(SCC(=O)Nc2cccc(Cl)c2Cl)n[nH]c1=O	-1%	-1%	-11%	25%	-13%	-0.8%	?
O=C1CCCN1c1cc(Cl)ccc1Cl	-3%	18%[38.3 µM]	-2%[46.1 µM]	-11%	-1%	-2.0%	6%
CCCn1c(-c2ccc(F)cc2)nc2c(NCCCN(CCO)CCO)nc(C)nc21	-4%	-1%	nt	nt	15%	2.8%	nt
CCN(CC(=O)c1c(N)n(C)c(=O)n(C)c1=O)c1cccc2ccccc12	1%	-3%	-17%	?	12%	-1.1%	?
Additional structures follow:
SMILES	KinaseGlo FLuc	IMPase Li inh	NPSR antagonist	HttQ103 aggreg	CBFb RUNX1 block	Epigenetic derep	LMNA splice mod
Nc1ccccc1Sc1ccccc1[N+](=O)[O-]	2%	17%	17%	-6%	8%	2.5%	-15%
CC(C)OC(=O)CSc1nnc(-c2ccc(Cl)cc2)n1N	11%	-2%[38.3 µM]	-4%[46.1 µM]	-1%	9%	0.1%	-6%
CCCn1c(=O)[nH]c(=O)c2c1nc(-c1ccc(OC(F)(F)C(F)C(F)(F)F)cc1)n2CCOC (configuration not stated)	-3%	10%[38.3 µM]	-19%[46.1 µM]	-20%	-4%	-6.3%	5%
O=C(Nc1ccc(F)cc1)OCCN1CCN(Cc2ccccc2)CCC1=O	3%[39.9 µM]	6%&5%	-8%	-4%	-7%[89.1 µM]	4.5%&1.3%	?
CC(C)c1nn2c(N)c(/C=C3\C=Nc4ccccc43)c(=O)nc2s1	nt	nt	-4%	6%[9.22 µM]	7%	-1.1%	nt
CCOC(=O)c1ccc(NC(=S)NCCc2ccc(OC)c(OC)c2)cc1	nt	nt	9%	-5%[9.22 µM]	-10%	-2.9%	nt
Cc1ccc(-c2nnn(CC(=O)N(c3ccccc3F)C(C(=O)NC3CCCC3)c3ccco3)n2)o1 (configuration not stated)	9%	15%[38.3 µM]	-30%[46.1 µM]	10%	1%	-0.7%	4%
Cc1cc(=O)oc(C)c1C(=O)NCCNC(=O)c1c(C)cc(=O)oc1C	-7%	24%[38.3 µM]	-7%[46.1 µM]	-5%	5%	-1.0%	2%
O=C(CSc1nnnn1-c1ccccc1)N1N=CCC1c1ccccc1 (configuration not stated)	0%	5%	18%	-9%	4%	-0.1%	1%
COC(=O)Cn1c(CCC(=O)O)ccc1-c1ccccc1	-5%	-18%[38.3 µM]	-8%[46.1 µM]	4%	-5%	1.4%	-1%
COc1cccc(-c2cc(C(=O)NCc3cccs3)no2)c1	nt	nt	7%	5%[9.22 µM]	3%	6.4%	nt
Cc1cc(C(=O)OCC(=O)NC2CCS(=O)(=O)C2)c2ccccc2n1 (configuration not stated)	-1%	2%	19%	-12%[9.22 µM]	0%	-0.7%[10.1 µM]	11%[46 µM]
CN(Cc1cnn(C)c1)C(=O)c1sc2cccc(Cl)c2c1Cl	-3%	-15%[38.3 µM]	-17%[46.1 µM]	-18%	24%	0.5%	?
CC(C)N(CCNC(=O)c1oc(=O)c2ccccc2c1-c1ccccc1)Cc1ccco1	-4%	20%	-26%	-11%	1%	0.0%	nt
Cc1cc(Oc2ccccc2)nc(-c2ccccc2)n1	-3%	10%[38.3 µM]	-21%[46.1 µM]	-8%	15%	-0.9%	7%
C=CCc1cccc(/C=N/NC(=O)CNc2ccccc2OC)c1O	0%	-1%	-35%	20µM*	-15%	8.2%	nt
CCOC(=O)c1cc(C(C)=O)n2ccccc12	-3%	-3%[38.3 µM]	-10%[46.1 µM]	23%	1%	-1.4%	0%
O=C(Nc1nc2ccccc2s1)NC1CCCCC1	-2%	34%[activator]	41%	3%[9.22 µM]	8%	-1.9%	-12%[46 µM]
Cc1ccc(NC(=O)CN(C)C(=O)Cn2cc(C(F)(F)F)ccc2=O)cc1	nt	nt	9%[46.1 µM]	-19%	3%	-0.9%	-2%
CS(=O)(=O)CCNCc1nc(-c2ccc3ncnc(Nc4ccc(OCc5cccc(F)c5)c(Cl)c4)c3c2)cs1	-3%	-2%	nt	nt	6%&3%	?	nt
COc1cccc(Nc2ccc(C(=O)O)cc2[N+](=O)[O-])c1	2%	-3%	-1%[46.1 µM]	1%	-17%	1.0%	-6%
CN1CCN(c2nc3c(c(=O)[nH]c(=O)n3C)n2CCSc2nc3ccccc3s2)CC1	3%	0%	7%[46.1 µM]	-8%	-4%	2.0%	-15%
Cc1cc([N+](=O)[O-])nn1CCCC(=O)Nc1sc2c(c1C(N)=O)CCC(C)C2 (configuration not stated)	1%	2%	4%	30%	1%	0.0%	-7%
COC(=O)c1cc(S(=O)(=O)NC2CCN(Cc3ccccc3)CC2)cn1C	4%	?	-9%[46.1 µM]	-15%	13%	3.8%	-4%
CC(=O)Nc1sc2c(c1C(=O)N1CCOCC1)CCCCC2	2%	2%[38.3 µM]	13%[46.1 µM]	-11%	3%	2.2%	-6%
Next compounds follow:
SMILES	KinaseGlo FLuc	IMPase Li inh	NPSR antagonist	HttQ103 aggreg	CBFb RUNX1 block	Epigenetic derep	LMNA splice mod
COc1cccc(NC(=O)Cn2c(CCC(=O)O)ccc2-c2cccs2)c1	10%	-2%	10%	-22%	-3%	-4.8%	17%[46 µM]
CCOC(=O)c1c(NC(C)=O)sc2c(O)c(Br)ccc12	16%	10%[38.3 µM]	-7%[46.1 µM]	-19%	-7%	-1.0%	-13%
Cn1nnnc1NCc1cccc(Cl)c1	2%	0%	12%	9%	-6%	-2.1%	-5%[46 µM]
COc1ccccc1CNc1nc2nc3c(c(=O)n2[nH]1)CCC3	-2%	2%[38.3 µM]	-11%[46.1 µM]	20%[9.22 µM]	5%	-2.6%	-5%
O=C(OCCN1CCCCC1)c1ccccc1Cl	-1%	28%[38.3 µM]	10%[46.1 µM]	-11%	18%	3.0%	9%
CCC(=O)c1cn(CC(=O)NCc2ccco2)c2ccccc12	0%	-9%[38.3 µM]	-16%[46.1 µM]	-20%	5%	0.0%	9%
Cc1ccc2cn[nH]c2c1N	0%	11%	-6%	5%	-21%	-0.5%	-3%[46 µM]
CCc1ccc(C(=O)CCC2CCCCC2=O)cc1 (configuration not stated)	1%	5%[38.3 µM]	-2%[46.1 µM]	12%[9.22 µM]	5%	-4.4%	0%
COc1ccc(C(=O)N2CCC(C(=O)O)CC2)cc1	-2%	5%[38.3 µM]	-2%[46.1 µM]	2%	0%	3.1%	4%
CC(=O)c1ccc(NC(=S)N2CCN(CCN3C(=O)c4cccc5cccc(c45)C3=O)CC2)cc1	3%	-6%	23%	-4%	-8%	1.0%	-15%
COc1cccc2c(SCC(=O)N/N=C/c3ccccc3)cc(C)nc12	nt	nt	-22%[46.1 µM]	?	-2%	-0.9%	?
CC(C)OC(=O)CC1C(=O)NCCN1C(=S)NC(=O)c1ccc(F)cc1 (configuration not stated)	4%	4%	-23%	-2%	6%	-4.6%	nt
CCOC(=O)C1C(C(C)=O)=C(c2ccccc2)c2ccccc2N1S(=O)(=O)C(F)(F)F (configuration not stated)	3%[39.9 µM]	19%	nt	nt	2%	-0.6%	nt

From PubChem
